Mdm2 MdmX PPI: inhibitors of human Mdm2/MdmX interaction | O15151+Q00987 | SaOS-2 split-luciferase Mdm2/MdmX complementation, luminescence | inhibition, % at 8 µM | 3% of 330,000 active | AID 485346;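 active = inhibition of at least 50% at 8 µM in the primary screen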
Jurkat NFkB inh: inhibitors of the PMA/ionomycin-induced NF-kB reporter in Jurkat cells; inhibition, % at 4 µM; PMA/ionomycin-induced NF-kB luciferase reporter, luminescence; 0.53% of 330,000 active; in the data active = inhibition above about 50%
CCR6 antagonist: antagonists of human CCR6 receptor | inhibition, % at 20 µM | 0.49% of 340,000 active | CHO-K1 CCR6 PathHunter beta-arrestin, luminescence, CCL20-stimulated | AID 493098;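 active = compounds whose inhibition of the agonist-driven luminescence signal at 20 µM reaches about 50%, limit read from the data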;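 note: cells stimulated with CCL20 at 14 nM final; plate controls were DMSO with CCL20 for no effect and DMSO without agonist for full effect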
XBP1 UPR activ: activators of adaptive arm of unfolded protein response (XBP1). 0.33% of 330,000 active. activation, % at 20 µM. CHO-XBP1 luciferase reporter, IRE1-XBP1 UPR activation, luminescence; percent of tunicamycin response, DMSO as zero;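 active = versus positive control, 20 µM dose yields 30% or more activation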;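 note: 100% = tunicamycin at 10 µg/mL and 0% = DMSO only wells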
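Material: CHO-XBP1 cells stably carrying IRE1-XBP1-driven luciferase reporter / Amount: 1000 cells per well / Compound: 20 µM, 1% DMSO / Times: 6 h treatment, 37 °C / Detection: luciferase luminescence / Measure: % activation of reporter signal versus tunicamycin and DMSO controls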
Gli-Sufu antag: antagonists of Gli-Sufu signaling; Sufu-KO-LIGHT fibroblasts, Gli luciferase reporter luminescence; inhibition, % at 5 µM; 0.74% of 340,000 active; AID 588413;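 active = inhibition above about 55%, limit read from the data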;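 note: 0% = DMSO-treated cells and 100% = wells with medium but no cells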
EBI2 block: antagonists of human EBI2 receptor | EBI2 beta-arrestin recruitment, luminescence, 7a,25-OHC stimulated | inhibition, % at 5 µM | P32249 | 0.81% of 360,000 active | AID 651636; in the data active = inhibition above about 38%;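 note: enzyme fragment complementation signal reports receptor beta-arrestin coupling in cells; 0% = agonist plus DMSO wells and 100% = wells without agonist; some results beyond the cut were filed as inactive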
Target sequence (P32249 whole entry, looked up, the tested form may be a part): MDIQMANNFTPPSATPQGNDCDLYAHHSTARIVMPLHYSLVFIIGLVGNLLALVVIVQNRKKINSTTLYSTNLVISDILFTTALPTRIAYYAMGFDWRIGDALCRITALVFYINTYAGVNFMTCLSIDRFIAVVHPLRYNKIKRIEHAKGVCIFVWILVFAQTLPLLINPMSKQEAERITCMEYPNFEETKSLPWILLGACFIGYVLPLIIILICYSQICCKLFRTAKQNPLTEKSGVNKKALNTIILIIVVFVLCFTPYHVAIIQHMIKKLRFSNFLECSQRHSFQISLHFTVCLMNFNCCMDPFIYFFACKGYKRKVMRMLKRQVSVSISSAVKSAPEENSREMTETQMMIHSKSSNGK
CXCR6 block: inhibitors of human CXCR6 receptor. inhibition, % at 20 µM. CHO-K1 PathHunter CXCR6 beta-arrestin, luminescence. 0.36% of 360,000 active. AID 602244; in the data active = inhibition above about 34%, passing the limit was not always enough;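 note: antagonist mode with CXCL16 agonist at 10 nM final; 0% = 10 nM CXCL16 with DMSO and 100% = unstimulated wells without agonist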
Target sequence (O00574 whole entry, looked up): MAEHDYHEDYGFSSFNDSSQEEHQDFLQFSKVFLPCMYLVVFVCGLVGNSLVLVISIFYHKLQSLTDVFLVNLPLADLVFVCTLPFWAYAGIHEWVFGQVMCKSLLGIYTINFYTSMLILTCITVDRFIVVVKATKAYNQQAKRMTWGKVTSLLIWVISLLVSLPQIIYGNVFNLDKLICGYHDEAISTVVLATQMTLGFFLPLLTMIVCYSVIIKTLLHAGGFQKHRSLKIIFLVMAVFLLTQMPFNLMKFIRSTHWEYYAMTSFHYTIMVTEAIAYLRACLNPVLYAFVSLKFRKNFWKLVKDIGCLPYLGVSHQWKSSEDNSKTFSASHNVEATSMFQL
CHOP UPR activ: activators of apoptotic arm of unfolded protein response (CHOP). CHO-CHOP luciferase reporter, UPR activation, luminescence; percent of tunicamycin response over DMSO baseline. activation, % at 10 µM. 0.34% of 330,000 active. AID 449763;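 active = at 10 µM dose, activation of 40% or more, normalized to positive control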;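 note: 100% = tunicamycin at 10 µg/mL and 0% = DMSO alone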
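assay system = CHO CHOP reporter cells | amount = 500 CHO-CHOP cells per well | buffer or medium = F12 with 10% FBS | incubation = 16-18 h cell attachment, then 6 h compound exposure, 37 °C | detection = luminescence read with Steady-Glo | read-out = percent activation relative to tunicamycin control | controls = tunicamycin high control, DMSO low control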
697 NFkB inh: lowers PMA/ionomycin-induced NF-kB signal in 697 B cells. 697 B-cell NF-kB luciferase reporter, 16 h. inhibition, % at 4 µM. 0.33% of 330,000 active. AID 435022; in the data active = inhibition above about 35%
* hit, by the source's call; nt = no result given.

Assay codes – A = Mdm2 MdmX PPI; B = Jurkat NFkB inh; C = CCR6 antagonist; D = XBP1 UPR activ; E = Gli-Sufu antag; F = EBI2 block; G = CXCR6 block; H = CHOP UPR activ; I = 697 NFkB inh
> CCc1ccc(CSc2nccn2-c2ccccc2)cc1
  A = 28	B = 5	C = 11	D = -2	E = 9	F = 16	G = -7	H = -2.3	I = 2
> CCN(CC)C(=O)C1CCCN(c2ccc([N+](=O)[O-])cc2/C=N/NC(=O)c2cccc(Br)c2)C1 (stereo not drawn)
  A = 28	B = -8	C = 22	D = -1	E = 17	F = 18	G = 14	H = 3.6	I = 4
> O=C(O)CSc1ncnc2scc(-c3ccccc3)c12
  A = 4	B = -12	C = 5	D = -1	E = 1	F = 9	G = 3	H = 1.0	I = 6
> CC(C)(C)OC(=O)N1CCC[C@H]1c1nnc(SCc2ccccc2F)o1
  A = -5	B = 10	C = 4	D = -3	E = 17	F = 1	G = 8	H = -1.3	I = 10
> Cc1ccc[n+](C(C)C(=O)c2ccc(-c3ccccc3)cc2)c1 (stereo not drawn)
  A = 16	B = 31	C = 5	D = 2	E = nt	F = -14	G = -1	H = 1.1	I = -5
> Cc1nn(Cc2ccc([N+](=O)[O-])cc2)c(=O)n1-c1c(F)cccc1F
  A = 14	B = -3	C = 4	D = 0	E = 1	F = -1	G = 3	H = -0.7	I = 13
> O=C1NC2=C(C(=O)CCC2)C(c2ccccc2[N+](=O)[O-])N1 (stereo not drawn)
  A = -8	B = 8	C = -16	D = -1	E = 15	F = -5	G = -11	H = 1.4	I = 6
> O=S(=O)(NCCc1ccccn1)c1ccc(-c2ccccn2)s1
  A = -23	B = -6	C = 10	D = -2	E = 36	F = 3	G = 10	H = -0.2	I = 7
> COc1ccc(CN2CCN(Cc3ccc(C(F)(F)F)cc3)CC2)cc1
  A = -21	B = 15	C = 10	D = -2	E = 13	F = -15	G = -4	H = -1.3	I = -41
> CC(C)C[C@@H](CO)NS(=O)(=O)c1c(F)cccc1F
  A = nt	B = nt	C = -2	D = nt	E = -6	F = -5	G = 5	H = nt	I = nt
> CCCNC(=S)Nc1ccc(Cl)cc1C
  A = 7	B = 2	C = -11	D = 0	E = -14	F = -15	G = -5	H = 1.3	I = 14
> C=CCNC(=O)Nc1ccc(Br)cc1Cl
  A = 20	B = 7	C = -11	D = 2	E = 4	F = 0	G = 0	H = -0.2	I = 9
> CC1(CCc2ccc3c(c2)OCO3)NC(=O)c2ccccc2N1 (stereo not drawn)
  A = 6	B = 10	C = -7	D = 2	E = 0	F = -3	G = 2	H = -0.2	I = -5
> CSc1ccccc1NC(=O)Cc1ccc(Br)cc1
  A = -25	B = 9	C = -9	D = 0	E = 2	F = -4	G = -4	H = 1.6	I = 9
> Oc1c(Cl)cc(Cl)cc1/C=N/Nc1ncc(Br)cn1
  A = 67*	B = 33	C = 74*	D = -1	E = 51	F = 76*	G = 62*	H = 0.6	I = 11
> Cc1cc(C(=O)OCC(=O)NC(C)c2ccc(F)cc2)c(C)o1 (stereo not drawn)
  A = -8	B = -11	C = 14	D = -2	E = -2	F = -2	G = 4	H = -1.2	I = 11
> O=S(=O)(NC1=NCCCCC1)c1ccc(F)cc1
  A = 21	B = 6	C = 15	D = 1	E = 9	F = 6	G = -4	H = 2.2	I = 13
> CC(C)C[C@H](NC(=O)c1[nH]cnc1C(=O)N[C@@H](C)C(=O)OC(C)(C)C)C(=O)OC(C)(C)C
  A = 63*	B = -3	C = 6	D = -4	E = 3	F = -13	G = 10	H = 0.6	I = -10
> Cc1ccsc1C1NC(=O)c2c(sc3c2CCN(C)C3)N1 (stereo not drawn)
  A = -22	B = -21	C = 19	D = 3	E = 14	F = -3	G = 3	H = -1.1	I = -2
> CCc1cc2c(=O)c(-c3nc4ccccc4n3C)coc2c(CN2CCC(C)CC2)c1O
  A = 0	B = -4	C = 8	D = 3	E = -20	F = -18	G = -3	H = 1.3	I = -28
> CCCOc1ccc(N2C(=O)CC(SC(=N)N3N=C(c4ccccc4)CC3c3ccccc3)C2=O)cc1 (stereo not drawn)
  A = 60*	B = 5	C = -14	D = 4	E = 3	F = 7	G = 13	H = 5.0	I = -27
> C=CC(c1ccccc1)C(C(=O)c1ccccc1)N(C)C (stereo not drawn)
  A = nt	B = nt	C = 5	D = nt	E = 2	F = -3	G = 2	H = nt	I = nt
> O=c1c2c(n3cnnc3n1-c1ccccc1)-c1ccccc1CC21CCCCC1
  A = 21	B = -5	C = -16	D = -2	E = 6	F = 1	G = 2	H = 0.1	I = -21
> COc1ccc(NC(=O)[C@@H]2CCCN2S(=O)(=O)c2ccc(Cl)cc2)cc1
  A = 19	B = 10	C = 8	D = -2	E = 1	F = 6	G = -3	H = -1.4	I = 5
> COc1ccc(CCNC(=O)CSc2nc(C)nc3c2c(=O)n(C)c(=O)n3C)cc1OC
  A = 5	B = -9	C = 6	D = -1	E = 2	F = -3	G = 0	H = -1.1	I = -15
> CCC(C)(C)NS(=O)(=O)c1cc(CN2C(=O)c3cccnc3C2=O)ccc1OC
  A = 6	B = -14	C = 14	D = -4	E = 4	F = -3	G = -1	H = 0.5	I = 8
> CC(=O)c1c(C)n(-c2ccccc2)c2ccc(OCC(O)CN3CCOCC3)cc12 (stereo not drawn)
  A = 1	B = -17	C = -1	D = 0	E = 10	F = 2	G = 2	H = -0.1	I = -56
> CCCNC(=O)Cn1cnc2sc(C(=O)NCCN(CC)CC)c(C)c2c1=O
  A = 16	B = -4	C = -3	D = -1	E = 2	F = -1	G = -10	H = -2.7	I = 5
> CCN(CCO)Cc1csc2c(Br)cccc12
  A = 29	B = -6	C = 10	D = -1	E = -1	F = 1	G = -2	H = -0.5	I = 14
> CCOC(=O)Cc1cc(=O)n2[nH]c(-c3ccc(Cl)cc3)cc2n1
  A = -5	B = -9	C = 3	D = -5	E = -3	F = -3	G = -6	H = -0.9	I = 13
> O=C(NCCCn1ccnc1)/C(=C\c1cccnc1)NC(=O)c1cccc(Br)c1
  A = 19	B = -11	C = -2	D = -2	E = 98*	F = -9	G = 2	H = 1.2	I = -22
> c1ccc(Cc2ccc(OCCn3ccnc3)cc2)cc1
  A = -4	B = 1	C = 8	D = -1	E = 21	F = 0	G = -5	H = 1.2	I = -29
> COC(=O)c1ccccc1NC(=O)N1CCc2ccc(NC(=O)c3ccccn3)cc2C1
  A = 27	B = -14	C = 22	D = -2	E = -46	F = 15	G = 11	H = 3.2	I = -170
> Cc1ccc(C)c(CSC2=NN3CCCC(=O)N=C3S2)c1
  A = 24	B = -6	C = 17	D = 4	E = 2	F = -4	G = -5	H = 1.4	I = -28
> COc1ccccc1C(=O)Nc1ccnn1C1CCN(C/C=C/c2ccccc2)CC1
  A = 31	B = 15	C = -18	D = -6	E = 27	F = 8	G = 6	H = 0.8	I = -17
> O=C(CN1CCC(C(=O)c2ccc(Cl)cc2)CC1)NC1CCCC1
  A = -5	B = -22	C = 5	D = 1	E = 13	F = 8	G = -7	H = 1.6	I = -20
> O=S(=O)(c1ccc(Br)cc1F)N1CCC(O)CC1
  A = nt	B = nt	C = -4	D = nt	E = -3	F = -3	G = 8	H = nt	I = nt
> COc1ccccc1CNCC(=O)Nc1cc(S(=O)(=O)N2CCCCC2)ccc1C
  A = -23	B = -10	C = 15	D = -2	E = 4	F = -2	G = -4	H = -1.2	I = -15
> O=C(OCc1nc2ccsc2c(=O)[nH]1)c1cccc(S(=O)(=O)N2CCOCC2)c1
  A = -11	B = 19	C = 0	D = 3	E = -2	F = 4	G = 1	H = 4.3	I = 18
> CC(=O)Nc1ccc(NC(=O)C2CCCCN2S(=O)(=O)c2ccc(C(C)(C)C)cc2)cc1 (stereo not drawn)
  A = 10	B = -8	C = -6	D = -2	E = -25	F = 4	G = 0	H = 4.2	I = -26
> COC(=O)c1cc(NC(=O)C(C)c2ccc(CC(C)C)cc2)ccc1O (stereo not drawn)
  A = -13	B = 3	C = 5	D = -2	E = 31	F = 21	G = -5	H = -1.0	I = -36
> COc1cc(N)c(Cl)cc1C(=O)OCC(=O)N1c2ccccc2NC(=O)C1(C)C
  A = -12	B = 16	C = 6	D = 0	E = -2	F = 1	G = 1	H = -1.0	I = -16
> CSc1cccc(CN(C)C(=O)C2CCC(=O)N(CCCN3CCCC3=O)C2)c1 (stereo not drawn)
  A = -14	B = 7	C = 7	D = -7	E = -31	F = 0	G = -4	H = 1.5	I = -11
> Cc1cccc(NC(=O)CCNC(=O)c2ccc(Br)cc2)c1
  A = 4	B = -22	C = 1	D = -2	E = -40	F = 5	G = 9	H = 7.0	I = 4
> Cc1ccc2c(c1)sc1nc(=O)n(-c3ccccc3)c(=O)n12
  A = -150	B = -183	C = 2	D = 7	E = -91	F = -10	G = 0	H = 3.1	I = -169
> O=C(COC(=O)c1ccc(Br)o1)NCC1CCCCC1
  A = -17	B = 15	C = -7	D = 1	E = -2	F = -17	G = 1	H = -1.2	I = -1
> CC1=C(C(=O)OCc2ccccc2)C(c2ccsc2)NC(=O)N1C (stereo not drawn)
  A = 15	B = 5	C = 20	D = -4	E = 2	F = 6	G = 0	H = 0.3	I = -10
> Cn1cnc(S(=O)(=O)Nc2ccc(C(F)(F)F)cc2)c1
  A = 5	B = -2	C = -7	D = -1	E = 0	F = -1	G = 5	H = -0.3	I = -1
> O=C(Nc1ccc(CN2CCOCC2)cc1)c1ccc(Cl)cc1
  A = -12	B = -42	C = 10	D = -3	E = nt	F = -6	G = 1	H = 9.7	I = -73
> Cc1occc1C(=O)Nc1cccc(Cn2cccn2)c1
  A = 4	B = -4	C = -3	D = 2	E = -10	F = -10	G = -6	H = 1.3	I = 15
> N#Cc1nc(-c2cccc(Cl)c2)oc1N1CCC(C(N)=O)CC1
  A = -5	B = -13	C = 10	D = 8	E = 8	F = -13	G = -7	H = 1.1	I = -11
> Cc1ccc(-c2cc(C(=O)NCc3ccccn3)c3ccccc3n2)cc1C
  A = 23	B = -15	C = 5	D = 4	E = 5	F = 3	G = -3	H = -1.7	I = -28

Of the compounds above, these contain a furan ring, fused or not:
Assay codes – A = Mdm2 MdmX PPI; B = Jurkat NFkB inh; C = CCR6 antagonist; D = XBP1 UPR activ; E = Gli-Sufu antag; F = EBI2 block; G = CXCR6 block; H = CHOP UPR activ; I = 697 NFkB inh
> Cc1cc(C(=O)OCC(=O)NC(C)c2ccc(F)cc2)c(C)o1 (stereo not drawn)
  A = -8	B = -11	C = 14	D = -2	E = -2	F = -2	G = 4	H = -1.2	I = 11
> O=C(COC(=O)c1ccc(Br)o1)NCC1CCCCC1
  A = -17	B = 15	C = -7	D = 1	E = -2	F = -17	G = 1	H = -1.2	I = -1
> Cc1occc1C(=O)Nc1cccc(Cn2cccn2)c1
  A = 4	B = -4	C = -3	D = 2	E = -10	F = -10	G = -6	H = 1.3	I = 15

Compound activity deposited in PubChem by Sanford-Burnham Center for Chemical Genomics.
